# Source: PubChem BioAssay
# Epigenetic derep: Quantitative High-Throughput Screen for Regulators of Epigenetic Control | murine LDR cells, GFP reporter derepression, 30 h | Potency, µM (series often up to 53.9 µM), inactives show at the highest dose GFP activation, actives largely listed as activators | 0.2% of 280,000 active | AID 1865, 2009; active = well fitted activation curve with a large enough effect; inconclusive = small, poorly fitted or top-dose-only effect; also: % of control where 0% means no effect; nearly all actives have a fitted effect of over 60% in size
#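 Murine LDR cells carrying a silenced, genomically integrated CMV-driven GFP reporter were exposed to compound for 30 hours at 37 C. After PBS washes, GFP-positive cells (20–120 um objects) were counted by laser-scanning microplate cytometry.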
# Lamin A splicing: qHTS Assay for Modulators of Lamin A Splicing; 0.01% of 200,000 active; Potency, µM (doses to about 46.1 µM), for the others: at the highest dose ratio change, negative = inhibition, usual class: inhibitors; AID 1487, 2009; HeLa LMNA splicing GFP/RFP minigene ratio, 48 h; active = well fitted inhibition curve with a large enough effect in the signal ratio, with a control signal flat, not every such curve was filed as active; inconclusive = small, poorly fitted or top-dose-only effect, or effect the other way, or a change in a side signal; the % refers to the signal ratio; also: % is scaled to controls: 0 for no effect and ±100 for the full control effect
#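 Read-out is the ratio of GFP to DsRed2 object intensity, acquired by 488 nm laser-scanning cytometry on HeLa lamin A-EGFP minigene reporter cells. Compound incubation 48 hrs at 37 °C in Opti-MEM with 2% FBS; DMSO 0.5% final.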
# Starred values were filed as active, the others as inactive; ? = inconclusive; [ ] = remark or other dose. Potency is read from the fitted curve at half-maximal effect. An excerpt; count on the stated rates, not on these rows.
smiles | Epigenetic derep | Lamin A splicing
COC(=O)c1cc(NC(=O)c2cnc(SC)nc2-c2ccccc2)cc(C(=O)OC)c1 | -1.1% | 13%[46 µM]
CCN(CC)C(=O)CSc1nc2ccsc2c(=O)n1Cc1ccccc1Cl | -1.3% | 17%[46 µM]
O=c1cc(-c2ccccc2)n2c(SCc3ccc(F)cc3)nnc2[nH]1 | 1.6% | -6%[46 µM]
Nc1c(C(=O)c2ccccc2)sc(Nc2ccc(Cl)c(Cl)c2)c1C(=O)Nc1ccccc1 | 0.0% | ?
CCOC(=O)c1ccc(OC(=O)c2cn(-c3cccc(OC)c3)c(=O)c3ccccc23)cc1 | 0.8% | ?
Cc1cc(=O)n(CC(=O)N2CCCc3ccccc32)c2c1c(C)nn2-c1cccc(F)c1 | 0.0% | -7%[46 µM]
Cc1cc(C)cc(NC(=O)N2CCC(N3CCN(Cc4ccccc4)C(=O)C3=O)CC2)c1 | -1.3% | 1%[46 µM]
Cc1ccc(NC(=O)Nc2nc3c(s2)CCCCCC3)cc1C | 14% | ?
Cc1ccc(CSc2nc(=O)c3c(C)cc(C)nc3n2C2CC2)cc1 | -1.0% | 7%[46 µM]
CN1CCN(CCCNC(=O)c2ccc3nc(Cc4ccccc4)oc3c2)CC1 | -0.9% | -7%[46 µM]
COc1ccc(C)cc1NC(=O)c1ccc(=O)n(Cc2ccccc2)c1 | 7.9% | 16%[46 µM]
COC(=O)c1ccc(C2C=C(c3ccc(Cl)cc3)Nc3nc4ccccc4n32)cc1 (stereo unspecified) | -1.1% | ?
COc1ccc(OC)c(NS(=O)(=O)c2cc3c(cc2Cl)N(C(C)=O)CCO3)c1 | 0.0% | 5%[46 µM]
O=C(NCc1ccccc1F)c1ccc(CSc2nc3cccnc3n2Cc2ccccc2)cc1 | -1.2% | ?
Cc1ccc(NC(=O)C(CC(C)C)N2Cc3ccccc3C2=O)cc1F (stereo unspecified) | -0.2% | 10%[46 µM]
Cc1onc(-c2ccccc2Cl)c1C(=O)Oc1ccccc1F | 2.8% | 4%[46 µM]
Cc1ccccc1-c1nc2scc(CCNS(=O)(=O)c3ccccc3)n2n1 | -0.9% | -2%[46 µM]
CCCc1cnc2c(c1SCc1cccc(C)c1)c(=O)n(C)c(=O)n2C | 1.8% | ?
CCCCOc1ccc(S(=O)(=O)Nc2ccc(-c3ccc(N4CCCCCC4)nn3)cc2)cc1 | 0.0% | 10%[46 µM]
Cc1ccc(NS(=O)(=O)c2ccc3c(c2)CCCN3C(=O)C2CCC2)c(C)c1 | 0.8% | -13%[46 µM]

# In another format: entries from further up
COC(=O)c1ccc(C2C=C(c3ccc(Cl)cc3)Nc3nc4ccccc4n32)cc1 (stereo unspecified)
- Epigenetic derep = -1.1%
- Lamin A splicing = ?
Cc1ccc(NC(=O)Nc2nc3c(s2)CCCCCC3)cc1C
- Epigenetic derep = 14%
- Lamin A splicing = ?
O=C(NCc1ccccc1F)c1ccc(CSc2nc3cccnc3n2Cc2ccccc2)cc1
- Epigenetic derep = -1.2%
- Lamin A splicing = ?

# (cont.)
smiles | Epigenetic derep | Lamin A splicing
COc1ccc(CNC(=O)C(C(C)C)N2Cc3ccccc3C2=O)cc1 (stereo unspecified) | 2.5% | ?
CCc1ccccc1NC(=O)Nc1cc(C(=O)NCc2ccc(OC)cc2)ccc1N1CCCC1 | 9.1% | ?
CCOC(=O)c1c(S(=O)(=O)N2CCN(c3cccc(C(F)(F)F)c3)CC2)c(C)n(C)c1C | 0.0% | 17%[46 µM]
CC1=C(C(=O)Nc2ccccc2C)C(c2cccnc2)n2nc(SCc3ccccc3)nc2N1 (stereo unspecified) | 0.0% | 9%[46 µM]
O=S1(=O)c2ccccc2N(Cc2cccc(C(F)(F)F)c2)c2ccccc21 | 0.0% | -5%[46 µM]
CCOC(=O)c1c(N)n(-c2ccccc2CC)c2nc3ccccc3nc12 | 1.1% | ?
CCCC(CCC)C(=O)Nc1cccc(-c2cn3cccnc3n2)c1 | 4.2% | 23%[46 µM]
COc1ccc2cc(-c3cn4c(n3)sc3cc(F)ccc34)c(=O)oc2c1 | 6.5% | -8%[46 µM]
CCc1ccc(CNC(=O)C2COc3ccc(OC)cc3C2)cc1 (stereo unspecified) | -1.7% | 1%[46 µM]
COc1ccc(CNC(=O)Nc2cn(CC(C)C)c(=O)c3ccccc23)cc1 | -0.2% | 6%[46 µM]
CCC(C)(C)NC(=O)Cn1c(=O)ccc2cc(S(=O)(=O)N3CCC(C)CC3)ccc21 | -3.2% | -14%[46 µM]
O=C(CCS(=O)(=O)c1cc2c(cc1Cl)NC(=O)CO2)NCc1ccccc1Cl | 0.0% | 10%[46 µM]
CC(C)Cc1nn2c(=O)cc(COC(=O)c3cccc(NC(=O)c4ccccc4)c3)nc2s1 | -1.5% | -6%[46 µM]
CCOc1ccccc1NC(=O)N1CCc2c(sc3c2CCCC3)C1c1ccccc1 (stereo unspecified) | -2.3% | 3%[46 µM]
COc1ccc(N2CC(NC(=O)/C=C\c3ccc(OC)c(OC)c3)CC2=O)cc1 (stereo unspecified) | 2.6% | 4%[46 µM]
Cc1ccc(NC(=O)CCOc2ccccc2)cc1 | 1.1% | -9%[46 µM]
COc1ccccc1NC(=O)CSC1=Nc2ccccc2C2=NC(CCC(=O)NCc3ccco3)C(=O)N12 (stereo unspecified) | -0.5% | 15%[46 µM]
COc1ccc(C(=O)NCC(c2ccc3c(c2)OCO3)N2CCN(c3ccc(F)cc3)CC2)cc1 (stereo unspecified) | 0.3% | ?
CCS(=O)(=O)Nc1ccc(-c2cn3ccsc3n2)cc1 | -1.5% | -8%[46 µM]
COc1ccc(OCC(=O)NCC(c2ccc(Cl)cc2)N2CCCCC2)cc1 (stereo unspecified) | -3.2% | -1%[46 µM]
Oc1c(C(c2ccc(Cl)cc2)N2CCCC2)sc2nc(-c3ccco3)nn12 (stereo unspecified) | 1.9% | 16%[46 µM]
CCN(Cc1ccccc1)C(=O)Cn1cc(S(=O)(=O)Cc2cccc(Cl)c2)c2ccccc21 | -0.4% | ?
Cc1noc2ncnc(N3CCCC(C(=O)Nc4cccc(C(F)(F)F)c4)C3)c12 (stereo unspecified) | -1.3% | 1%[46 µM]
CCOc1ccc(OCC)c(NC(=O)CN(C)S(=O)(=O)c2ccc3c(c2)CCCC(=O)N3)c1 | 0.0% | -10%[46 µM]
Cc1c(CCNC(=O)c2ccc(Br)o2)sc2nc(-c3ccc(F)cc3)nn12 | -0.1% | 2%[46 µM]
COc1ccc(Cn2c(CNS(=O)(=O)c3ccc4c(c3)CCCC4)nc3cccnc32)cc1 | 0.0% | -6%[46 µM]
OCCN1CCN(C(c2ccc(Cl)cc2Cl)c2sc3nc(-c4ccco4)nn3c2O)CC1 (stereo unspecified) | 4.0% | -12%[46 µM]
O=C(NCc1cccc(F)c1)C1=Cc2cc(Br)ccc2OC1 | -1.7% | -6%[46 µM]
CC(C)N(Cc1ccccc1)S(=O)(=O)c1ccc(N2CCCCS2(=O)=O)cc1 | 2.8% | -5%[46 µM]
COc1ccc(C(=O)Nc2nnc(S(=O)(=O)N3CCOCC3)s2)cc1 | 0.6% | -10%[46 µM]
Cn1c(=O)c2c(SCC(=O)N3CCc4ccccc43)nc(-c3cccc(F)c3)nc2n(C)c1=O | 1.0% | -2%[46 µM]
CCOC(=O)c1c(S(=O)(=O)N2CCCC(C(=O)NCc3cccc(OC)c3)C2)c(C)n(C)c1C (stereo unspecified) | 1.3% | 0%[46 µM]
Cc1ccc(C(=O)NCC(c2cccs2)S(=O)(=O)c2ccccc2)cc1C (stereo unspecified) | 4.5% | ?
COc1ccc(-c2nc(Cn3c(SCc4cccc(F)c4)nc4cccnc43)c(C)o2)cc1 | -0.2% | -11%[46 µM]
COc1cc(C)ccc1OCCSc1nc2ccc(NC(=O)c3ccc(F)cc3)cc2s1 | 7.3% | 13%[46 µM]
CCOC(=O)c1c(S(=O)(=O)N2CCCC(C(=O)N3CCN(c4ccccc4)CC3)C2)c(C)n(C)c1C (stereo unspecified) | -1.3% | 2%[46 µM]
CCOC(=O)c1cc(-c2ccc(OC)cc2)n(CCC(=O)NC2CCC(C)CC2)c1C (stereo unspecified) | -1.1% | -17%[46 µM]
Cc1ccc(C(=O)c2cn(CC(=O)NC3CCCCC3)c3nc(C)ccc3c2=O)cc1 | -0.4% | 13%[46 µM]
Cn1cc(S(=O)(=O)N2CCCCCC2)cc1C(=O)Nc1ccccc1F | -1.7% | 1%[46 µM]
O=C(NCCc1ccccc1)C(=O)NCC(c1cccnc1)N1CCN(c2ccccc2)CC1 (stereo unspecified) | 1.4% | ?

# Some of these compounds in order of number of heavy atoms, ascending.
smiles | Epigenetic derep | Lamin A splicing
Cn1cc(S(=O)(=O)N2CCCCCC2)cc1C(=O)Nc1ccccc1F | -1.7% | 1%[46 µM]
Cc1c(CCNC(=O)c2ccc(Br)o2)sc2nc(-c3ccc(F)cc3)nn12 | -0.1% | 2%[46 µM]
CCOc1ccc(OCC)c(NC(=O)CN(C)S(=O)(=O)c2ccc3c(c2)CCCC(=O)N3)c1 | 0.0% | -10%[46 µM]
CCOC(=O)c1c(S(=O)(=O)N2CCCC(C(=O)NCc3cccc(OC)c3)C2)c(C)n(C)c1C (stereo unspecified) | 1.3% | 0%[46 µM]
CCOC(=O)c1c(S(=O)(=O)N2CCCC(C(=O)N3CCN(c4ccccc4)CC3)C2)c(C)n(C)c1C (stereo unspecified) | -1.3% | 2%[46 µM]

# New compounds follow.
# The line under a structure holds: Epigenetic derep	Lamin A splicing
Cc1cccc(N2CCN(C(=O)c3cnc(N4CCCC4)nc3C)CC2)c1C
    -0.8%	?
Cc1ccccc1OCC(=O)NCC(c1ccc(Cl)cc1)N1CCOCC1 (stereo unspecified)
    -0.8%	-5%[46 µM]
COc1ccc(-c2cc3ccc(O)c(CN4CCN(CCO)CC4)c3oc2=O)cc1OC
    -2.8%	-3%[46 µM]
Cc1cccc2sc(N3CCN(C(=O)CS(=O)(=O)c4ccc(F)cc4)CC3)nc12
    -1.5%	-3%[46 µM]
O=C(Cn1c(=O)nc(-c2ccccc2)c2ccccc21)NCCc1ccccc1
    -4.1%	-4%[46 µM]
Cc1ccc(Cn2c(CNS(=O)(=O)c3ccc(F)c(Cl)c3)nc3cccnc32)cc1
    0.0%	-9%[46 µM]
CSc1ccc(CCNc2ncnc3onc(C)c23)cc1
    -2.9%	?
Cn1c(CNC(=O)CSc2n[nH]c(-c3ccccc3Cl)n2)nc2ccccc21
    5.2%	-4%[46 µM]
CCOC(=O)Cn1c(=O)n(CC2CCCO2)c2nc(-c3c(F)cccc3Cl)nc(C(N)=O)c21 (stereo unspecified)
    2.8%	-5%[46 µM]
Cc1ccc(CSc2c(C)cnc3c2c(=O)n(C)c(=O)n3C)cc1
    4.5%	?
COc1ccc(Cn2ccnc2SCC(=O)NCc2ccccc2)cc1
    2.8%	-8%[46 µM]
CCCc1nn2c(=O)cc(COC(=O)c3cccs3)nc2s1
    2.3%	?
Cc1ccc(-c2nn(-c3ccc(F)cc3F)c3c2cnc2c(F)cccc23)cc1
    -4.5%	8%[46 µM]
Nc1ncc(S(=O)(=O)NCc2ccccc2F)cn1
    1.1%	6%[46 µM]
CNS(=O)(=O)c1cn(CC(=O)Nc2cccc(OC)c2)cc1S(=O)(=O)NC
    -1.1%	-7%[46 µM]
Cc1cccc(N2CCN(c3ncnc4onc(C)c34)CC2)c1C
    2.1%	12%[46 µM]
COc1ccccc1NC(=O)C1=C(C)Nc2nc(SCC(=O)c3ccc(C)cc3)nn2C1c1ccccc1C (stereo unspecified)
    1.3%	17%[46 µM]
CCCCNC(=O)C1CCCN(S(=O)(=O)CCC)C1 (stereo unspecified)
    1.2%	-17%[46 µM]
Cc1nn(S(=O)(=O)c2ccc(F)cc2)c(C)c1S(=O)(=O)N1CCCCCC1
    -0.9%	13%[46 µM]
CCc1cccc(NC(=O)c2ccc(CN3C(=O)C(C)=C(c4ccc(OC)cc4)S3(=O)=O)cc2)c1
    1.5%	-7%[46 µM]
CCc1ccc(NC(=O)Cn2nnc(C(=O)NCc3ccc(C)cc3)c2N)cc1
    -1.3%	2%[46 µM]
Cc1ccc(Cl)cc1NC(=O)Nc1cccc(OCc2cc(=O)n3ccccc3n2)c1
    ?	?
Cc1ccc(NC(=O)Nc2nnc(SCC(=O)N3CCC(C)CC3)s2)cc1
    -0.1%	?
CCn1c(NCc2ccc(OC)cc2)nc2ccccc21
    0.5%	?
COc1ccc(CCNC(=O)c2ccc3c(c2)N(Cc2c(F)cccc2Cl)C(=O)CS3)cc1OC
    7.6%	?
Cc1cccc(C(=O)N2c3ncnn3C3(CCCCC3)[C@@H]3CCCC[C@@H]32)c1
    -3.2%	?
CCOc1ccc(NC(=O)CN2CCN(c3ccc(Cl)cc3)CC2)cc1
    -4.5%	1%[46 µM]
Cc1ccc(NC(=O)CN(Cc2ccccc2)S(=O)(=O)c2ccc3nc(C)sc3c2)c(C)c1
    0.8%	4%[46 µM]
COc1cc(OC)cc(N2C(=O)N(CC(=O)c3ccc(F)cc3)c3ccccc3S2(=O)=O)c1
    5.2%	0%[46 µM]
COc1cccc(C2C(C(=O)Nc3ccc(C)cc3C)=C(C)Nc3c(C(=O)Nc4cccc(C)c4)cnn32)c1OC (stereo unspecified)
    -0.4%	?
CCc1nc2ccc(C(=O)NCc3cc(OC)ccc3OC)cc2nc1CC
    0.0%	?
